Bioassay records as filed in PubChem BioAssay.
MITF inh = MITF inhibitors, primary screen, biochemical, AlphaScreen, human; Microphthalmia-associated transcription factor (Homo sapiens), O75030; AlphaScreen MITF homodimerization, bead proximity signal; inhibition, % at 2.6 µM; 650,000 tested, 0.91% active; AID 1259374, 2018; in the data active = inhibition above about 50%;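 also: 0% = vehicle wells with protein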
GPR151 ag = activators of human GPR151, primary screen, cell-based, PathHunter beta-arrestin, luminescence | PathHunter beta-arrestin GPR151 cells | AID 1508602, 2020 | 650,000 tested, 1% active | activation, % at 11.2 µM; in the data active = activation above about 4.9%;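 also: 0% = median of compound wells and 100% = cells with positive control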
FBW7 act = FBW7 E3 ligase activators, primary screen, biochemical, AlphaScreen, human; F-box/WD repeat-containing protein 7 (Homo sapiens), Q969H0; AlphaScreen FBW7–phospho-cyclin E peptide binding, activator screen; normalized activity (activation), % at 26.1 µM; 650,000 tested, 0.13% active; AID 1259310, 2017; in the data active = normalized activity above about 1.9%;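 also: purified mutant Fbw7 with reduced substrate affinity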
Target sequence (Q969H0 whole entry, looked up): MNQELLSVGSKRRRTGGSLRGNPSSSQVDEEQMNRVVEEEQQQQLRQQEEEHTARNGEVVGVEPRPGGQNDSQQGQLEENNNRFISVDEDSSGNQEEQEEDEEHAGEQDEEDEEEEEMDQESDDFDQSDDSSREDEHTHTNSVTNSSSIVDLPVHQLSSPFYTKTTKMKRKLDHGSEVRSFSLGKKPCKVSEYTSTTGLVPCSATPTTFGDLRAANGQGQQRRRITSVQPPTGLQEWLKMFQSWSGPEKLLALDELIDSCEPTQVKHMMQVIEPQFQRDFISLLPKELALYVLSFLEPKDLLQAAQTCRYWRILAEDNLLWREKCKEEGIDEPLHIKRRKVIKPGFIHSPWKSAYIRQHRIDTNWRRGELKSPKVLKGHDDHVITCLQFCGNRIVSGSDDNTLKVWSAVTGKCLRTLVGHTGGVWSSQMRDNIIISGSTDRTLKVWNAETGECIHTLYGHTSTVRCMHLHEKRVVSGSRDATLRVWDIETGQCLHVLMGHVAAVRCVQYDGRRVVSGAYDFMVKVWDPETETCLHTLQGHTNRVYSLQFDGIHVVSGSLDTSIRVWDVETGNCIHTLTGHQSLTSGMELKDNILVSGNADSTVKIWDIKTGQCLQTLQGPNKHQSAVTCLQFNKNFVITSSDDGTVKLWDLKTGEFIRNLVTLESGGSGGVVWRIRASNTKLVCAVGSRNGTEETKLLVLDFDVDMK
TEAD-YAP block = TEAD-YAP interaction inhibition, primary screen, TEAD-YAP interaction inhibitor project, luminescence, HEK-TIYL cells; AID 1259422, 2018; TEAD-Gal4/YAP UAS-luciferase luminescence; inhibition, % at 9.12 µM; 640,000 tested, 1.4% active; in the data active = inhibition above about 32%;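 also: 0% = median of test compound wells and 100% = reference inhibitor wells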
* = called active by the depositor.

canonical_smiles	MITF inh	GPR151 ag	FBW7 act	TEAD-YAP block
O=C(NCc1cccnc1)c1cc(C(=O)NCc2cccnc2)cc([N+](=O)[O-])c1	18	-0.6	0.0	2
CC(C)C(C(=O)O)N1C(=O)/C(=C/C=C/c2ccco2)SC1=S (stereo unspecified)	64*	0.3	-1.3	-2
OC(COc1ccc2ccccc2c1Br)Cn1ccnc1 (stereo unspecified)	18	-0.8	0.1	9
CCN1C/C(=C\c2ccc(NC(C)=O)cc2)c2nc3ccccc3c(C(=O)O)c2C1	3	1.9	-0.1	-6
CC(=O)OCCn1nc(C)c2ccccc2c1=O	1	-1.3	0.6	-18
CCC(=O)c1cn(CC(=O)Nc2cccc(C)c2)c2ccccc12	16	-0.3	0.0	-2
COc1ccccc1NS(=O)(=O)c1cc(C(=O)O)c(Cl)cc1Cl	7	0.7	0.1	-5
NS(=O)(=O)c1ccc(NC(NC(=O)c2ccco2)C(=O)c2ccc(Cl)cc2)cc1 (stereo unspecified)	-10	-0.8	-0.2	-11
CC1=C(C#N)C(=O)N(CCc2ccccc2)C(=O)/C1=C\c1ccc(-c2ccccc2)o1	9	-1.3	0.2	-3
N#CC1=C(N)OC2=C(C(=O)CCC2)C1c1ccc(Cl)cc1Cl (stereo unspecified)	7	-1.0	0.1	6
Cc1nc2ccc(Br)cc2c(-c2ccccc2)c1C1=NN(C(=O)c2ccccc2)C(c2ccc(Br)cc2)C1 (stereo unspecified)	12	-0.5	0.1	2
Cc1ccc(N/C(CSC(N)=O)=N\S(=O)(=O)c2ccc(Cl)cc2)cc1	9	0.8	0.1	7
COc1ccc(OC)c(/C=C2\N=C(c3ccc(-c4ccccc4)cc3)OC2=O)c1	13	0.4	0.1	1
O=C1OC(c2ccccc2Br)=N/C1=C\c1ccccc1F	-12	-1.9	0.0	2
CC(Oc1ccc(F)cc1)C(=O)NC1(C#N)CCCCC1 (stereo unspecified)	-1	-1.9	0.0	-7
O=C(NCCc1ccc(Cl)cc1)C1CC(=O)N(c2ccc(F)c(Cl)c2)C1 (stereo unspecified)	-3	0.6	0.0	6
CN1C(=O)/C(=C\c2ccc(Br)cc2)c2ccccc21	9	1.9	-0.2	-26
COc1cccc(CC2(CO)CCCN(Cc3cnc(C)s3)C2)c1 (stereo unspecified)	11	-0.1	-0.1	13
Cc1ccnc(NC(=O)c2ccco2)c1	11	-6.3	1.1	-26
O=C(/C=C/c1ccc(Br)cc1)Nn1c(-c2ccncc2)nc2ccccc2c1=O	16	-2.2	-0.1	11
CCOC(=O)c1ccc[n+](CC(=O)c2cc3ccccc3oc2=O)c1	-4	0.1	-0.1	-2
O=C(NC1CC1)c1csc(NC2CCC(O)CC2)n1 (stereo unspecified)	-8	-0.5	0.1	4
CCc1nnc(NC(=S)NC(=O)c2cccc([N+](=O)[O-])c2)s1	4	-0.2	-0.1	0
Cn1c(C(C#N)C2=C(Cl)C(=O)N(c3ccccc3)C2=O)nc2ccccc21 (stereo unspecified)	9	-0.8	-0.2	12
c1ccc(Nc2nc(Nc3ccccn3)nc3nc[nH]c23)cc1	19	0.1	0.5	-1
COC(=O)C(C)N1C(=O)S/C(=C/c2ccc(-c3ccc(C)c([N+](=O)[O-])c3)o2)C1=O (stereo unspecified)	-1	3.4	0.9	-2
CCCOc1ccc(-c2cc(C(N)=O)c3ccccc3n2)cc1	1	-0.2	-0.1	-22
COc1ccccc1N1C(=O)CN=C1Nc1nc(C)cc(C)n1	0	0.6	0.3	-3
C=CCOc1ccc(C2/C(=C(\O)c3ccc(F)cc3)C(=O)C(=O)N2Cc2cccnc2)cc1 (stereo unspecified)	10	1.2	0.0	2
COc1nc(NCC(C)C)nc(Oc2ccc(=O)n(-c3ccccc3)n2)n1	3	0.4	2.4*	5
CCCCC(=O)Nc1nnc(S(=O)(=O)N(C)c2cccc(C)c2)s1	8	6.7*	0.1	1
CC(=O)c1ccc(NC2c3ccccc3C(=O)N2Cc2ccco2)cc1 (stereo unspecified)	-14	0.3	0.7	8
CCOc1ccc(C(=O)Nc2ccc(S(=O)(=O)N3CCCCC3c3cccnc3)cc2)cc1OCC (stereo unspecified)	-3	0.2	-0.1	31
O=C(CCN1CCOCC1)N1CCc2c([nH]c3ccccc23)C1c1ccccc1F (stereo unspecified)	-4	-0.8	0.0	-12
Cc1ccc(O)c(N=Nc2ncn[nH]2)c1	47	2.8	-2.1	80*
C=CCOc1ccc(C2/C(=C(\O)c3ccc(OCCC)c(C)c3)C(=O)C(=O)N2c2nc(C)c(C(=O)OCC)s2)cc1 (stereo unspecified)	-3	1.2	0.0	-9
NC(=O)C1CCCN(Cc2ccc3c(c2)CN(Cc2cccc4cccnc24)CCO3)C1 (stereo unspecified)	4	1.1	0.1	-1
NNC(=O)CNC(=O)CNS(=O)(=O)c1ccc(I)cc1	9	-0.6	0.2	11
CCCNC(=O)C(=O)c1c(C)n(C)c2ccccc12	10	0.2	0.0	2
CCc1nnc(NC(=O)CSc2nc3c(C)cccc3[nH]2)s1	-8	0.1	-0.2	5
NS(=O)(=O)c1ccc(CNC(=O)c2csc3c2CCCC3)cc1	-5	0.8	-0.2	-17
O=C(CCc1c[nH]c2ccccc12)NN=C1CCCCC1	12	4.4	0.1	-1
CCNc1nc(NC(C)C)nc(SCCOc2ccc(C)cc2)n1	-6	2.9	0.0	-2
Cc1cccn2cc(CNc3ccccc3)nc12	4	-1.2	-0.4	-56
COc1ccc(C(=O)OCCNC(=O)c2ccncc2)cc1OC	-3	-1.1	0.0	-2
CCCCC(CC)CNC(=O)c1ccc2c(c1)NC(=O)C(CS(=O)(=O)Cc1ccc(C)cc1)N2 (stereo unspecified)	-4	-0.3	0.9	-6
COc1ccc(OC)c(CC(=O)N2CCC(O)(c3ccccn3)CC2)c1	-6	0.6	0.0	1
COc1ccc(Cl)cc1NC(=O)c1nnn(CC(=O)Nc2ccccc2C)c1N	4	-1.7	0.0	16

Shown with values under each structure: part of the list above.
Screens in order – MITF inh | GPR151 ag | FBW7 act | TEAD-YAP block
> NS(=O)(=O)c1ccc(CNC(=O)c2csc3c2CCCC3)cc1
  -5 | 0.8 | -0.2 | -17
> O=C(CCc1c[nH]c2ccccc12)NN=C1CCCCC1
  12 | 4.4 | 0.1 | -1
> CCNc1nc(NC(C)C)nc(SCCOc2ccc(C)cc2)n1
  -6 | 2.9 | 0.0 | -2
> Cc1cccn2cc(CNc3ccccc3)nc12
  4 | -1.2 | -0.4 | -56

Carrying on:
canonical_smiles	MITF inh	GPR151 ag	FBW7 act	TEAD-YAP block
COc1ccc(C2C(C(=O)Nc3nc4cc(OC)ccc4s3)CCC(=O)N2c2ccc(OC)cc2)cc1 (stereo unspecified)	5	-0.2	0.2	8
CC(C)CCN1C(=O)C2C(C(=O)Nc3ccc(Oc4ccccc4)cc3)C3C=CC2(O3)C1C(=O)NC1CCCCC1 (stereo unspecified)	-5	0.3	-0.1	-4
CC1(C)OC(=O)C(=CNC(CCC(N)=O)C(=O)O)C(=O)O1 (stereo unspecified)	12	6.4*	-0.4	-10
CC(=O)Nc1nnc(SCC(=O)Nc2c(C)cc(C)cc2C)s1	7	0.6	-0.1	1
Brc1ccc(Oc2nnnn2-c2ccccc2)cc1	-5	0.2	0.2	-8
CC1=C(C(=O)Nc2ccccc2C)C(c2ccco2)C(C#N)=C(SCC(=O)Nc2cccc(Cl)c2C)N1 (stereo unspecified)	-12	-0.4	0.1	8
O=C(CSc1nnc2sc3ccccc3n12)c1ccc(F)cc1	-4	-1.0	2.1*	-38
Cc1cn2c(=O)c(C(=O)NCc3ccccc3Cl)cnc2s1	16	-0.4	0.0	-1
O=C(COc1ccccc1Cl)Nc1ccc([N+](=O)[O-])cc1	8	-1.0	0.2	-30
Cc1c(C(=O)OCCN2CCOCC2)oc2ccccc12	3	-1.2	0.0	-13
COc1ccc2oc(=O)c(-c3nnc(Nc4ccc(C)cc4)s3)cc2c1	-5	0.1	0.1	2
CC(=O)c1cn(C)c(=O)c2ccccc12	11	2.7	0.0	-2
O=C1C2CCCN2C(c2ccco2)N1c1ccc(F)cc1 (stereo unspecified)	15	2.1	-0.2	-10
O=C(O)/C=C/C=C/c1ccccc1	-1	-3.0	0.0	-12
COc1ccccc1-c1cc(C(F)(F)F)nc(S(=O)(=O)CCCC(=O)Nc2ccc3c(c2)OCO3)n1	11	-0.2	0.0	-6
COc1ccc([N+](=O)[O-])cc1C1=N/C(=C\c2ccc(OC)c(OC)c2OC)C(=O)O1	-7	0.9	0.3	-1
O=C(Nc1ccc(N2CCC(NCCc3cccs3)CC2)cc1)c1cnccn1	-2	-0.4	-0.2	-4
CCCCN(C)C(=O)c1c[nH]c2ccc(S(=O)(=O)N(C)c3ccccc3CC)cc2c1=O	0	1.2	-0.1	6
Cc1ccc(C(=O)NC(=S)Nc2cccc(-c3nc4ncccc4o3)c2)cc1	-9	-0.6	0.1	-7
CC1=NNC(=O)/C1=C(/C)C/C(C)=C1\C(=O)NN=C1C	7	-0.2	-0.2	10
Cc1nc2sc(C(N)=O)c(N)c2c(C)c1C	8	0.9	0.1	3
CCC1CCC2(CC1)NC(C(=O)O)CS2 (stereo unspecified)	6	-1.4	0.1	-5
Nc1ccc(Oc2ccc(N)c([N+](=O)[O-])c2)cc1[N+](=O)[O-]	24	1.1	0.0	-6
Cc1[nH]n(-c2ccccc2)c(=O)c1C(c1ccccc1[N+](=O)[O-])c1c(C)[nH]n(-c2ccccc2)c1=O	21	0.2	-0.8	3

Some of these compounds in order of molar mass, low to high.
canonical_smiles	MITF inh	GPR151 ag	FBW7 act	TEAD-YAP block
CCC1CCC2(CC1)NC(C(=O)O)CS2 (stereo unspecified)	6	-1.4	0.1	-5
O=C(Nc1ccc(N2CCC(NCCc3cccs3)CC2)cc1)c1cnccn1	-2	-0.4	-0.2	-4
CCCCN(C)C(=O)c1c[nH]c2ccc(S(=O)(=O)N(C)c3ccccc3CC)cc2c1=O	0	1.2	-0.1	6
Cc1[nH]n(-c2ccccc2)c(=O)c1C(c1ccccc1[N+](=O)[O-])c1c(C)[nH]n(-c2ccccc2)c1=O	21	0.2	-0.8	3

Later entries:
canonical_smiles	MITF inh	GPR151 ag	FBW7 act	TEAD-YAP block
CCCCc1ccc(NC(=O)c2ccc(Br)cc2)cc1	1	1.2	-0.1	-1
O=C1c2sc3nc4c(c(=O)n3c2C(=O)N1c1cccc(Cl)c1Cl)CCC4	-3	-1.0	-0.3	-7
CCc1ccc(C(N)CC(=O)O)cc1Br (stereo unspecified)	0	0.7	-0.1	6
CC(C)Cn1c(COc2ccccc2)nc2ccccc21	-1	0.5	0.0	-1
COc1ccc(C(=O)Nn2c(SCC(=O)NC3CCCCC3)nc3ccccc3c2=O)cc1	9	-1.2	0.3	81*
O=C(Nc1ccc(O)c(-c2nc3ccccc3o2)c1)c1ccc(Cl)c([N+](=O)[O-])c1	2	1.5	-0.3	5
N#Cc1ccc(Cl)cc1N=Cc1cccs1	7	1.5	0.0	-3
CCc1nccn1S(=O)(=O)c1cc(Cl)ccc1Br	16	-1.4	0.4	10
COCCNC(=O)CSc1nc2cc3c(cc2c(=O)n1Cc1ccc(C(=O)N2CCN(c4ccccc4)CC2)cc1)OCO3	-7	-1.0	-0.2	0
Cc1cccc(N2CCN(S(=O)(=O)c3ccc(F)c(C(=O)Nc4ccc(F)c(Cl)c4)c3)CC2)c1C	2	-2.6	-0.1	1
O=C(N1CCC(Nc2nc3c(c(=O)[nH]2)CCCC3)CC1)C1(c2ccccc2)CC1	0	1.2	-0.1	13
COc1ccc(C2C(C(=O)Nc3cccc(C(F)(F)F)c3)c3cc(OC)c(OC)cc3C(=O)N2C)cc1OC (stereo unspecified)	-6	2.6	-0.1	-26
CC(=O)Nc1ccc(/C=C2/SC(=S)N(C)C2=O)cc1	14	-1.1	0.1	4
Cc1nc(N2CCN(c3ccccn3)CC2)c2c(C)c(C(=O)Nc3ccccc3C(F)(F)F)sc2n1	23	0.5	0.5	-3
CC(=Nc1ccc(Br)cc1)C1=C(O)CC(C)(C)CC1=O	9	0.0	0.1	2
CCCCn1c(N(CCOC(C)=O)C(C)=O)nc2ccccc21	4	1.8	0.0	4
Cn1c(=O)c(Cc2cccc([N+](=O)[O-])c2)nc2ccccc21	6	-1.4	0.2	15
Nc1nc(SCC(=O)NCc2ccccc2)[nH]c(=O)c1-c1ccccc1	3	6.8*	0.0	8
CC(C)c1ccc(S(=O)(=O)NCCCCN2CCOC(c3ccccc3)C2)cc1 (stereo unspecified)	11	-1.4	0.1	-3
CC(=NCc1ccc(Cl)cc1)C1=C(O)c2ccccc2C1=O	9	-0.4	0.4	-2
Cc1ccsc1/C=c1/sc2nc3c(Br)c(C)c(C)cc3n2c1=O	7	0.7	0.9	5
Cc1cc(N2CCC(C)CC2)c(F)cc1[N+](=O)[O-]	10	-0.2	0.0	4
COc1ccccc1C(=O)Nc1ccc(-c2csc(-c3ccccc3)n2)cc1	-3	-2.0	0.0	3
CCS(=O)(=O)Nc1cccc(-c2cn3ccsc3n2)c1	3	1.9	0.1	-1
